Source: PubChem
GSTO1 counter – GSTO1 inhibition, counter-screen for RBBP9 inhibitors; inhibition, % at 5.96 µM; AID 1974; P78417; recombinant GSTO1, activity-based probe fluorescence polarization; actives 1.1% (n = 300,000);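 active means inhibition above the campaign mean inhibition plus 3 SD, cut at about 35% in these data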;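 further: 0% = GSTO1-1 with DMSO and 100% = wells lacking GSTO1-1 enzyme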
Target sequence (P78417 whole entry, looked up): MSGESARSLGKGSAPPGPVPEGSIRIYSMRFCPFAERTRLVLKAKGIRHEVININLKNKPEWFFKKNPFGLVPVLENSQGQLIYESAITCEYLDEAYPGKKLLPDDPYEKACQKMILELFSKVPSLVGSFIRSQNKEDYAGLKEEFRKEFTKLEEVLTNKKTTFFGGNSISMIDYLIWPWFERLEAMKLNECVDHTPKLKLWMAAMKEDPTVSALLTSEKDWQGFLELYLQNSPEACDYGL
LYPLA1 counter – LYPLA1 (human) inhibition in PME1 counter-screen | O75608 | recombinant LYPLA1, FP-Rh probe fluorescence polarization | inhibition, % at 5.9 µM | actives 0.16% (n = 320,000);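 active means inhibition above the mean of all tested compounds plus 3 SD, set per campaign, cut at about 14% in these data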;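 further: inhibitors block serine hydrolase probe labeling of LYPLA1 so polarization falls; 0% = enzyme with DMSO and 100% = wells lacking LYPLA1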
Target sequence (O75608 whole entry, looked up): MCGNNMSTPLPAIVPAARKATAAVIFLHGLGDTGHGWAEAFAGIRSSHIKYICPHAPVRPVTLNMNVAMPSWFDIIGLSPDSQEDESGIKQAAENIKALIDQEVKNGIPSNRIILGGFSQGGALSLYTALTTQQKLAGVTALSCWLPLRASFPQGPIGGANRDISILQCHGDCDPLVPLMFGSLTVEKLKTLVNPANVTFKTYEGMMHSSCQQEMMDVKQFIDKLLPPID
PREPL inh – inhibitors of human prolyl oligopeptidase-like enzyme PREPL | Q4J6C6 | recombinant PREPL, fluorescence polarization activity-based probe | inhibition, % at 5.96 µM | actives 0.68% (n = 320,000) | AID 2751; in the data active means inhibition above about 43%;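 further: 0% = enzyme with DMSO and 100% = wells lacking enzyme; many of its hits are not listed in these tables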
PAFAH2 inh – PAFAH2 (human) inhibition; Q99487; recombinant PAFAH2, FP-rhodamine activity probe, fluorescence polarization; inhibition, % at 3.39 µM; actives 0.99% (n = 340,000);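 active means inhibition above the mean over all tested compounds plus 3 SD, cut at about 30% in these data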;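 further: inhibitors block probe labeling of enzyme so polarization drops; 0% = enzyme with DMSO and 100% = wells lacking PAFAH2 protein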
PAD4 inh – PAD4 (human) enzyme inhibition; recombinant PAD4, RCA probe fluorescence polarization; inhibition, % at 6.36 µM; actives 0.41% (n = 330,000); AID 485272;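 active means percent inhibition above a cutoff equal to the mean of all tested compounds plus 3 SD, cut at about 15% in these data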;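 further: 0% = PAD4 with RCA probe and DMSO and 100% = probe without PAD4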
ZTA DNA inh – counter-screen for EBNA-1 inhibitors: inhibitors of Epstein-Barr virus ZTA | P03206 | ZTA-DNA binding, fluorescence polarization | inhibition, % at 11 µM | actives 0.15% (n = 320,000) | AID 2234; in the data active means inhibition above about 33%
Target sequence (P03206 whole entry, looked up): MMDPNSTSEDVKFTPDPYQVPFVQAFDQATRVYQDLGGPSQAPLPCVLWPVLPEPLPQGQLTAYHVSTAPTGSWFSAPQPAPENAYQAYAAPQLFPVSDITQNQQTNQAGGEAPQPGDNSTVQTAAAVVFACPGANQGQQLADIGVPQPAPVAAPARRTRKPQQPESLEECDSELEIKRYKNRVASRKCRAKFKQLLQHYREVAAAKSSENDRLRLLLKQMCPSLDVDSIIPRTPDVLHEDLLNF
EBNA-1 inhibitor – blocks EBNA-1 binding to DNA. inhibition, % at 14.8 µM. EBNA-1 DNA binding, fluorescence polarization. actives 0.34% (n = 300,000). AID 1950; in the data active means inhibition above about 28%
LYPLA2 counter – counter-screen for PME1 inhibitors: inhibitors of human LYPLA2; recombinant LYPLA2, FP-Rh probe fluorescence polarization; inhibition, % at 5.9 µM; actives 0.38% (n = 320,000); AID 2177;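 active means inhibition above the screen-wide mean plus 3 SD, limit set per campaign, cut at about 26% in these data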;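 further: 0% = LYPLA2 with DMSO and 100% = wells lacking LYPLA2 enzyme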
PAFAH1B3 inh – inhibitors of human PAFAH1B3; AID 492972; inhibition, % at 3.39 µM; actives 0.28% (n = 340,000); recombinant PAFAH1B3, FP-rhodamine probe, fluorescence polarization; Q15102;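 active means inhibition above the screen-wide average of all tested compounds plus 3 SD, cut at about 25% in these data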;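 further: 0% = enzyme with DMSO only and 100% = wells lacking PAFAH1B3 protein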
Target sequence (Q15102 whole entry, looked up): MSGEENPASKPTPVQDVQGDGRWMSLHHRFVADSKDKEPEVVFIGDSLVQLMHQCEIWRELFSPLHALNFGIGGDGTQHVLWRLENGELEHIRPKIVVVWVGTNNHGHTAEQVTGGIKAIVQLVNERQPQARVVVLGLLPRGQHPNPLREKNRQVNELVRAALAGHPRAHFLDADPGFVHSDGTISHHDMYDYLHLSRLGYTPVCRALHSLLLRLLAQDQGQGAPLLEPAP
Numbers without * were called inactive.

Cc1cccc(-n2c(Cc3ccccc3)nnc2SCC(=O)N2CCOCC2)c1 was read as GSTO1 counter 2, LYPLA1 counter 1, PREPL inh -4, PAFAH2 inh -2, PAD4 inh 6, ZTA DNA inh -6, EBNA-1 inhibitor 0, LYPLA2 counter 1 and PAFAH1B3 inh 4.
`CCOc1ccc(NC(=O)CSC2=NCCN2)cc1` gave GSTO1 counter 2, LYPLA1 counter -1, PREPL inh -9, PAFAH2 inh 8, PAD4 inh 5, ZTA DNA inh -4, EBNA-1 inhibitor 1, LYPLA2 counter -3 and PAFAH1B3 inh 3.
CCN(CC(=O)Nc1cc(Cl)ccc1C)C(=O)CN1C(=O)NC2(CCCC2)C1=O was read as GSTO1 counter 7, LYPLA1 counter -2, PREPL inh 1, PAFAH2 inh 2, PAD4 inh 7, ZTA DNA inh 8, EBNA-1 inhibitor 5, LYPLA2 counter 2 and PAFAH1B3 inh 3.
Screening COCCCn1c(=NC(C)=O)c(C#N)cc2c(=O)n3cccc(C)c3nc21 returned GSTO1 counter -2, LYPLA1 counter -3, PREPL inh 28, PAD4 inh -7, ZTA DNA inh -2, EBNA-1 inhibitor 2 and LYPLA2 counter -8.
Screening COc1ccc(CC(=O)N2N=C(C)CC2(O)c2cccnc2)cc1OC (configuration not stated) returned GSTO1 counter -1, LYPLA1 counter -1, PREPL inh -1, PAFAH2 inh 0, PAD4 inh -1, ZTA DNA inh 9, EBNA-1 inhibitor -1, LYPLA2 counter 1 and PAFAH1B3 inh -2.
For O=S(=O)(c1ccccc1)c1nc(-c2cccs2)oc1NCC1CCCO1 (configuration not stated) the results were GSTO1 counter 5, LYPLA1 counter 3, PREPL inh -6, PAFAH2 inh 2, PAD4 inh 0, ZTA DNA inh 3, EBNA-1 inhibitor -1, LYPLA2 counter 2 and PAFAH1B3 inh 1.
Screening O=C(c1ccc2c(c1)OCO2)N(c1ccc(F)cc1)C1C=CS(=O)(=O)C1 (configuration not stated) returned GSTO1 counter 11, LYPLA1 counter -4, PREPL inh -4, PAFAH2 inh 3, PAD4 inh -6, ZTA DNA inh 8, EBNA-1 inhibitor -2, LYPLA2 counter 2 and PAFAH1B3 inh 10.
Screening COc1ccc(OC)c(N(/C(N)=N/c2nc(C)cc(C)n2)S(=O)(=O)c2ccc(NC(C)=O)cc2)c1 returned GSTO1 counter 4, LYPLA1 counter 0, PREPL inh 18, PAFAH2 inh 7, PAD4 inh -4, ZTA DNA inh -2, EBNA-1 inhibitor -6, LYPLA2 counter 1 and PAFAH1B3 inh 0.
`COc1ccc(CN(C(=O)c2snc(C(N)=O)c2N)C(CC(C)C)C(=O)NC2CCCCC2)cc1` (configuration not stated) gave GSTO1 counter -7, LYPLA1 counter 2, PREPL inh 3, PAFAH2 inh 0, PAD4 inh -3, ZTA DNA inh 2, EBNA-1 inhibitor -14, LYPLA2 counter -7 and PAFAH1B3 inh 5.
Screening CC(=O)Nc1ccc(S(=O)(=O)N2CCC3(CC2)OCCO3)cc1 returned GSTO1 counter -1, LYPLA1 counter 6, PREPL inh 4, PAFAH2 inh -1, PAD4 inh 5, ZTA DNA inh -7, EBNA-1 inhibitor -13, LYPLA2 counter 5 and PAFAH1B3 inh 7.
Screening O=C(Nc1ccccc1C(=O)Nc1nncs1)c1ccccc1 returned GSTO1 counter -25, LYPLA1 counter -3, PREPL inh -1, PAFAH2 inh 4, PAD4 inh 1, ZTA DNA inh -4, EBNA-1 inhibitor 10, LYPLA2 counter 1 and PAFAH1B3 inh 6.
CCOc1ccc(S(=O)(=O)NCc2cccnc2)c2ccccc12 was read as GSTO1 counter 2, LYPLA1 counter 0, PREPL inh -4, PAFAH2 inh 16, PAD4 inh 7, ZTA DNA inh 7, EBNA-1 inhibitor -15, LYPLA2 counter 4 and PAFAH1B3 inh 7.
For O=C(Nc1ccccc1)c1ccc2c(c1)OCO2 the results were GSTO1 counter -3, LYPLA1 counter -4, PREPL inh -4, PAFAH2 inh -4, PAD4 inh -2, ZTA DNA inh 5, EBNA-1 inhibitor 6, LYPLA2 counter -3 and PAFAH1B3 inh -2.
`COc1cccc(/C=C2\C=C(c3ccc(C)cc3)OC2=O)c1OC(C)=O` gave GSTO1 counter 5, LYPLA1 counter -4, PREPL inh 4, PAFAH2 inh -11, PAD4 inh -1, ZTA DNA inh 0, EBNA-1 inhibitor 10, LYPLA2 counter -4 and PAFAH1B3 inh 5.
For Cc1occc(=O)c1OCc1ccc(F)cc1 the results were GSTO1 counter 2, LYPLA1 counter -1, PREPL inh -8, PAFAH2 inh 5, PAD4 inh -2, ZTA DNA inh -3, EBNA-1 inhibitor 4, LYPLA2 counter -3 and PAFAH1B3 inh 6.
Screening Cc1noc(C)c1COc1ccccc1C(=O)Nc1cccc(S(=O)(=O)N(C)C)c1 returned GSTO1 counter 2, LYPLA1 counter 1, PREPL inh -8, PAFAH2 inh 3, PAD4 inh -1, ZTA DNA inh 4, EBNA-1 inhibitor -5, LYPLA2 counter -2 and PAFAH1B3 inh 6.
O=C(COC(=O)c1ccc(F)cc1F)NC(=O)Nc1ccc2c(c1)OCCO2 was read as LYPLA1 counter -1, PREPL inh 15, PAFAH2 inh 5, PAD4 inh -4, ZTA DNA inh -6, LYPLA2 counter -6 and PAFAH1B3 inh 4.
CCC(C(=O)Nc1cccc(S(=O)(=O)N(C)c2ccccc2)c1)c1ccccc1 (configuration not stated) was read as LYPLA1 counter -13, PREPL inh -12, PAFAH2 inh -9, PAD4 inh -8, ZTA DNA inh -3, LYPLA2 counter -25 and PAFAH1B3 inh 6.
Screening CC(=O)Nc1cccc(C(=O)Nc2ccccc2N2CCOCC2)c1 returned GSTO1 counter 1, LYPLA1 counter 1, PREPL inh 12, PAFAH2 inh -2, PAD4 inh -7, ZTA DNA inh -8, EBNA-1 inhibitor -7, LYPLA2 counter 0 and PAFAH1B3 inh 13.
Nc1ccccc1-c1nnc(SCc2ccccc2F)[nH]c1=O was read as GSTO1 counter 7, LYPLA1 counter 3, PREPL inh 1, PAFAH2 inh 1, PAD4 inh -4, ZTA DNA inh 15, EBNA-1 inhibitor 5, LYPLA2 counter 1 and PAFAH1B3 inh -1.
`CC(C)NC(=O)Nc1cccc2c1O[C@H](CN(C)S(C)(=O)=O)[C@@H](C)CN([C@H](C)CO)C2=O` gave PREPL inh 5, PAFAH2 inh 4, PAD4 inh 0 and PAFAH1B3 inh 6.
For CCCCNC(=S)N(C)/N=C/c1ccccc1F the results were GSTO1 counter 0, LYPLA1 counter 0, PREPL inh 3, PAFAH2 inh 4, PAD4 inh -2, ZTA DNA inh -3, EBNA-1 inhibitor 0, LYPLA2 counter 3 and PAFAH1B3 inh 0.
CCC(C)n1c(=O)c(C(=O)Nc2ccccc2S(N)(=O)=O)c(O)c2ccccc21 (configuration not stated) was read as GSTO1 counter 5, LYPLA1 counter -7, PREPL inh -13, PAFAH2 inh -1, PAD4 inh 1, ZTA DNA inh 4, EBNA-1 inhibitor 3, LYPLA2 counter -11 and PAFAH1B3 inh 3.
`CSc1ccc(CN(C)C(=O)c2cc(S(=O)(=O)NCc3ccccc3)ccc2C)cc1` gave GSTO1 counter 7, LYPLA1 counter -3, PREPL inh 5, PAFAH2 inh 4, PAD4 inh 1, ZTA DNA inh -11, EBNA-1 inhibitor -5, LYPLA2 counter -3 and PAFAH1B3 inh -5.
For O=C(CCN1C(=O)c2ccccc2C1=O)Nc1ccccn1 the results were GSTO1 counter 5, LYPLA1 counter -5, PREPL inh -1, PAFAH2 inh 1, PAD4 inh 5, ZTA DNA inh 13, EBNA-1 inhibitor 3, LYPLA2 counter -4 and PAFAH1B3 inh -1.
For COC(=O)c1cc2ccccc2oc1=O the results were GSTO1 counter -13, LYPLA1 counter 2, PREPL inh -1, PAFAH2 inh 6, PAD4 inh -1, ZTA DNA inh -1, EBNA-1 inhibitor 6, LYPLA2 counter 1 and PAFAH1B3 inh 4.
`O=C(CNS(=O)(=O)c1ccccc1)OCC(=O)c1c[nH]c2ccccc12` gave LYPLA1 counter -3, PREPL inh 13, PAFAH2 inh 5, PAD4 inh -8, ZTA DNA inh -15, LYPLA2 counter -1 and PAFAH1B3 inh 2.
CC(=O)c1cccc(NC(=O)c2sc(Cl)nc2C)c1 was read as GSTO1 counter -2, LYPLA1 counter 0, PREPL inh 1, PAFAH2 inh -5, PAD4 inh 0, ZTA DNA inh -7, EBNA-1 inhibitor -16, LYPLA2 counter 5 and PAFAH1B3 inh 9.
`O=C(/C=C/c1ccccc1)N/C(=C/c1ccccc1)C(=O)Nc1cccc(C(=O)O)c1` gave GSTO1 counter -1, LYPLA1 counter -1, PREPL inh 17, PAFAH2 inh -1, PAD4 inh 5, ZTA DNA inh -5, EBNA-1 inhibitor 12, LYPLA2 counter 1 and PAFAH1B3 inh 7.
`COC(=O)C1C2C=CC3(CN(c4ccc(Cl)c(F)c4)C(=O)C13)O2` (configuration not stated) gave GSTO1 counter 0, LYPLA1 counter 6, PREPL inh 1, PAFAH2 inh -2, PAD4 inh -1, ZTA DNA inh 2, EBNA-1 inhibitor 4, LYPLA2 counter 6 and PAFAH1B3 inh 12.
For O=C(CNC(=O)C1COc2ccccc2O1)N/N=C/c1cc(Br)c(O)c(Br)c1 (configuration not stated) the results were GSTO1 counter -6, LYPLA1 counter -3, PREPL inh 22, PAFAH2 inh 8, PAD4 inh 0, ZTA DNA inh 10, EBNA-1 inhibitor -1, LYPLA2 counter 1 and PAFAH1B3 inh 1.
CCOC(=O)C1CCCN(Cc2c(C(=O)N3CCOCC3)nc3ccccn23)C1 (configuration not stated) was read as GSTO1 counter 4, LYPLA1 counter 1, PREPL inh 14, PAFAH2 inh -1, PAD4 inh -2, ZTA DNA inh -4, EBNA-1 inhibitor 3, LYPLA2 counter 2 and PAFAH1B3 inh 1.
`O=C(O)c1cc(-c2ccc(/C=N/Nc3ccc(Cl)cc3)o2)ccc1Cl` gave GSTO1 counter 14, LYPLA1 counter 7, PREPL inh 39, PAFAH2 inh 21, PAD4 inh -1, ZTA DNA inh 11, EBNA-1 inhibitor 5, LYPLA2 counter 17 and PAFAH1B3 inh 15.
`O=C(CCN1C(=O)C2CCCCC2C1=O)Nc1nc(-c2ccc(F)c(F)c2)cs1` (configuration not stated) gave GSTO1 counter -4, LYPLA1 counter -5, PREPL inh 12, PAFAH2 inh -8, PAD4 inh -2, ZTA DNA inh 2, EBNA-1 inhibitor 4, LYPLA2 counter -6 and PAFAH1B3 inh 5.
`COc1ccc(-c2csc3ncn(-c4ccccc4)c(=O)c23)cc1OC` gave GSTO1 counter 4, LYPLA1 counter 6, PREPL inh 3, PAFAH2 inh 6, PAD4 inh -7, ZTA DNA inh -12, EBNA-1 inhibitor 3, LYPLA2 counter 5 and PAFAH1B3 inh -1.
`CCOC(=O)c1ccc(NC(=O)C(=O)NCCc2ccc(OC)cc2)cc1` gave GSTO1 counter 8, LYPLA1 counter 2, PREPL inh 3, PAFAH2 inh -3, PAD4 inh 1, ZTA DNA inh -10, EBNA-1 inhibitor 3, LYPLA2 counter 2 and PAFAH1B3 inh 10.
CS(=O)(=O)Oc1ccc2c(c1)O/C(=C\c1cccnc1)C2=O was read as GSTO1 counter 13, LYPLA1 counter 1, PREPL inh 10, PAFAH2 inh 5, PAD4 inh 4, ZTA DNA inh -25, EBNA-1 inhibitor -6, LYPLA2 counter 4 and PAFAH1B3 inh 0.
COC(=O)C1CCN(CC(N)=O)CC1 was read as GSTO1 counter -1, LYPLA1 counter -1, PREPL inh -2, PAFAH2 inh 5, PAD4 inh -7, ZTA DNA inh 8, EBNA-1 inhibitor -2, LYPLA2 counter -2 and PAFAH1B3 inh 6.

This is a subset, so the mix of outcomes need not match the whole.
